Compound activity (PubChem)
UHRF1 MBD2 ctr = UHRF1 methylated DNA binding inhibitors, primary screen, counter-screen for MBD2 inhibitor project, biochemical, TR-FRET, human UHRF1, single concentration; E3 ubiquitin-protein ligase UHRF1 (Homo sapiens), Q96T88; UHRF1 binding to methylated oligo; inhibition, % at 4.4 µM; 0.75% of 370,000 active; AID 687016, 2013; in the data active means inhibition above about 21%;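 further: UHRF1 SRA domain binding a hemimethylated CpG hairpin DNA probe; 0% = median of test compound wells and 100% = reference inhibitor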
mABHD4 FP = ABHD4 inhibitors, primary screen, biochemical, fluorescence polarization, mouse; AID 720543, 2013; inhibition, % at 8.92 µM; (Lyso)-N-acylphosphatidylethanolamine lipase (Mus musculus), Q8VD66; 0.54% of 370,000 active; purified mABHD4, FP-Rh probe fluorescence polarization;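 active means inhibition exceeding the mean over every tested compound plus 3 SD, cut at about 30% in these data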;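 further: 0% = plate median of compound wells and 100% = S159A mutant with DMSO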
Target sequence (Q8VD66 whole entry, looked up): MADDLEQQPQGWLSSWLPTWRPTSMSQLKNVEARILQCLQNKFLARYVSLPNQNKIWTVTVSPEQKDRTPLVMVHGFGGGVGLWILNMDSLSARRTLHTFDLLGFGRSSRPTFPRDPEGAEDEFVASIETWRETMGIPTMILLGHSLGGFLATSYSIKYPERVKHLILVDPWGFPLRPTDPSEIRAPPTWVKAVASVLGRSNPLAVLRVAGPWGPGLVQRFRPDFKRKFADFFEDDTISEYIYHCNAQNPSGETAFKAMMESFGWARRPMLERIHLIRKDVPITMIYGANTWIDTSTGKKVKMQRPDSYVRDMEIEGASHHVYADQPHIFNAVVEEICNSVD
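Assay system: Wild-type mouse ABHD4 protein | Medium: HEPES pH 7.0 buffer, 150 mM NaCl, 0.01% Pluronic F-127 | Incubation: Enzyme–compound pre-incubation 45 min, then probe 60 min, both 25 °C | Technique: Fluorescence polarization with parallel and perpendicular emission, 525/598 nm | Evaluation: % inhibition of FP-Rh probe binding versus controls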
PRMT1 FP inh = PRMT1 methyltransferase inhibitors, primary screen, biochemical, fluorescence polarization. recombinant PRMT1, activity-based probe fluorescence polarization. inhibition, % at 2.79 µM. 1.3% of 370,000 active. AID 652257, 2013;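 active means inhibition above about 21% made by adding two undisclosed values, limit read from the data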
Tn7 DDE FP = inhibitors of Tn7 peptide binding to fibrin DD(E), primary screen, biochemical, fluorescence polarization, human fibrin, Tn7 probe; AID 720508, 2013; 0.13% of 370,000 active; Fibrinogen beta chain (Homo sapiens), P02675; inhibition, % at 8.3 µM; FP displacement of FITC-Tn7 peptide from fibrin DD(E); 0% = median of compound wells per plate;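 active means inhibition above the mean of compounds falling within the control limits plus 3 SD of them, cut at about 14% in these data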;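 further: 0% = plate median of compound wells and 100% = 10 µM Aha-Tn7 peptide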
Target sequence (P02675 whole entry, looked up): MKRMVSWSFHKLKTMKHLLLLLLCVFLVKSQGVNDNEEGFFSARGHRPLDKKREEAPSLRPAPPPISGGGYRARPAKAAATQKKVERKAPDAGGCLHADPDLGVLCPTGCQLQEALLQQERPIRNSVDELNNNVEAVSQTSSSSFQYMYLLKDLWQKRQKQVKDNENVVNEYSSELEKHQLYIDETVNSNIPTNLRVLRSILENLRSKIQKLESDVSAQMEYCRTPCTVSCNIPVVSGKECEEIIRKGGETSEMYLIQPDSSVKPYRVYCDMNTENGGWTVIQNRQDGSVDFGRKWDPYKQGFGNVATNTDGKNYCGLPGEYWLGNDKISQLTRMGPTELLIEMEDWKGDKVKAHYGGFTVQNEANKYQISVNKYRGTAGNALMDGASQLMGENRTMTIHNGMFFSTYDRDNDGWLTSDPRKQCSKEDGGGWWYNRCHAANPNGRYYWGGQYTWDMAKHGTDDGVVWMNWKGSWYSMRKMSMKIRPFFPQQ
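Assay system: Human fibrin DD(E) protein | Medium: Tris buffer with calcium and detergent, pH 7.8 | Reagent: 0.1 µM fluorescent Tn7 | Compound dosing: Single point at 8.3 µM | Times: 10 min preincubation, 3 h with tracer, room temperature | Detection: Fluorescence polarization of the labelled Tn7 tracer | Controls: Aha-Tn7 high control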
TDP2 absorb = human TDP2 enzyme inhibitors, primary screen, biochemical, epi absorbance, recombinant enzyme. Tyrosyl-DNA phosphodiesterase 2 (Homo sapiens), O95551. T5PNP hydrolysis, p-nitrophenol absorbance 415 nm. inhibition, % at 12.8 µM. 0.34% of 370,000 active;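 active means inhibition above the mean of all tested compounds plus 3 SD, set per campaign, cut at about 25% in these data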;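 further: 0% = DMSO with enzyme and 100% = buffer with substrate but no TDP2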
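Assay system: recombinant human TDP2 / Reagent: T5PNP substrate at 5 mM, a TopII-DNA adduct mimic / Measured by: epi absorbance from released p-nitrophenol / Evaluation: % inhibition relative to enzyme-containing and enzyme-free wells / Control set: enzyme-free and DMSO wells / Replicates: each compound tested once, singlicate / Schedule: enzyme reaction with compound for 2 h at 37 °C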
SIAE primary = human SIAE inhibitors, primary screen, biochemical, fluorescence polarization, FP-Rh probe, 1536-well HTS | Sialate O-acetylesterase (Homo sapiens), Q9HAT2 | SIAE FP-Rh probe binding | inhibition, % at 9.66 µM | 0.69% of 370,000 active;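 active means inhibition above a cutoff: mean of compounds within the control limits plus 3 SD of those, cut at about 17% in these data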;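 further: 0% = plate median of compound wells and 100% = probe without SIAE protein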
HTRA1 inhibitor = HTRA1 serine protease inhibitors, primary screen, biochemical, fluorescence polarization, HTS | Q92743 | recombinant HTRA1, FP-rhodamine activity-based probe | inhibition, % at 5.96 µM | 0.5% of 340,000 active; in the data active means inhibition above about 36%;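 further: 0% = enzyme with DMSO and 100% = wells lacking enzyme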
TCR-CD3 inh = inhibitors of human TCR-CD3 interaction, primary screen, biochemical, fluorescence, TAMRA-labeled TCR probe. T-cell receptor (TCR). inhibition, % at 9.4 µM. 0.37% of 360,000 active. AID 651800, 2012; in the data active means inhibition above about 19%;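 further: recombinant mutant TCR 2C K166C tagged with TAMRA read by polarization; 0% = receptor in buffer alone and 100% = receptor with positive control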
PG9 binder = binders of HIV-1 gp120 antibody PG9, primary screen, biochemical, TR-FRET. HIV-1 gp120 / PG9 antibody interaction. TR-FRET gp120-PG9 antibody binding. inhibition, % at 6.7 µM. 0.43% of 360,000 active. AID 624416, 2012; in the data active means inhibition above about 8.5%
LEDGF integ inh = blockers of LEDGF/p75-dependent integrase strand transfer – biochemical, TR-FRET, high throughput, primary screen. HIV-1 integrase (with human LEDGF/p75). TR-FRET IN-LEDGF/p75 DNA integration, Eu/Cy5. inhibition, % at 3.7 µM. 0.64% of 370,000 active. AID 743269, 2014;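 active means inhibition above the screen-wide mean plus 3 SD, cut at about 13% in these data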;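 further: signal is the Cy5 over europium emission ratio at 671 and 618 nm; 0% = plate median of compound wells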
* hit, by the source's call; · = not tested or not shown; & = joins results of further samples.

SMILES | UHRF1 MBD2 ctr | mABHD4 FP | PRMT1 FP inh | Tn7 DDE FP | TDP2 absorb | SIAE primary | HTRA1 inhibitor | TCR-CD3 inh | PG9 binder | LEDGF integ inh
O=C(O)C1CCN(C(=O)Cc2ccccc2)CC1 | 5 | 5 | 0 | 5 | -2 | -4 | 1 | -6 | 0.4 | -4
CC(NC(=O)c1ccc(=O)oc1)c1ccccc1 (centres undefined) | 1 | 3 | -1 | -7 | 3 | 5 | -1 | 6 | 1.4 | -1
Cc1ccc(C)c(N2CCN(C(=O)Cc3cn(C)c4ccccc34)CC2)c1 | -2 | 3 | 5 | 8 | 7 | 8 | -6 | -3 | 2.1 | 1
Cc1cccc(C(=O)NCC2CCN(C(=O)c3cccc(C)c3)CC2)c1 | -2 | -3 | -5 | -6 | -17 | -1 | -8 | 7 | -1.6 | -1
COc1cc(/C=C(\C#N)c2nc3c(s2)CC(C)CC3)ccc1O (centres undefined) | 19 | 17 | 2 | -11 | -3 | -2 | 3 | -13 | 1.4 | 2
Cc1ccc(Oc2ccc(NC(=O)CSc3n[nH]c(N)n3)cc2)cc1 | -2 | 1 | -2 | 8 | -11 | 0 | -5 | -3 | -1.4 | -2
CCC(C)(C)n1nnnc1CN(Cc1cccs1)Cc1cc2cc(OC)ccc2[nH]c1=O | -1 | -4 | 1 | 7 | -9 | 2 | -29 | 2 | -1.4 | -4
N#Cc1cc([N+](=O)[O-])ccc1NC(=O)COC(=O)c1cnccn1 | -1 | -7 | -2 | 5 | -2 | -4 | -3 | 2 | -1.7 | -2
O=C(Nc1cc(Br)c(O)c(Br)c1)c1cccc(NC(=O)c2ccco2)c1 | 0 | 26 | 4 | -3 | 7 | -3 | 20 | 1 | -6.3 | -1
O=[N+]([O-])c1ccc(COc2ccc(CN3CCCCC3)cc2)cc1 | -3 | -2 | -5 | 0 | 2 | 0 | -3 | 8 | -2.3 | 1
CCS(=O)(=O)c1ncc(CO)n1CCc1ccccc1 | -7 | -2 | -2 | 3 | 4 | 1 | 0 | 1 | -1.5 | -2
CC(CO)NS(=O)(=O)c1ccc(Br)cc1F (centres undefined) | -1 | 9 | -1 | -5 | 4 | -6 | 2 | 1 | 0.5 | 3
CCCc1nnc(NC(=O)CNc2ccc(F)cc2)s1 | -2 | -2 | 0 | -2 | 2 | 3 | 1 | 7 | 0.8 | 2
Cc1ccc2c(CC(=O)N3CCN(c4ccccc4)CC3)coc2c1 | 1 | -4 | -5 | 2 | -11 | -2 | -12 | -2 | -0.2 | 0
O=C(CBr)Nc1c2c(nn1-c1ccccc1)CSC2 | -3 | 0 | 5 | 2 | -1 | -7 | -4 | -2 | -3.6 | 6
O=S(=O)(c1ccccc1F)N1CCN(Cc2cc3c(cc2Br)OCCO3)CC1 | -1 | -18 | -3 | -7 | -24 | -12 | -11 | -8 | -2.7 | 8
COCCN(C(=O)COC(=O)COc1ccc2ccccc2c1)c1c(N)n(Cc2ccccc2)c(=O)[nH]c1=O | -1 | -2 | 0 | -12 | 10 | -1 | -12 | 8 | -0.3 | 5
OCC1(Cc2ccccc2Cl)CCN(C/C=C/c2ccccc2)CC1 | 0 | 4 | -2 | -7 | -13 | 0 | -9 | 9 | 0.4 | -1
CCOC(=O)N1CCN(C(=S)NC(=O)c2cncc(Br)c2)CC1 | -1 | 1 | 1 | 5 | 6 | -3 | 7 | 4 | 1.6 | -5
COc1cc2cc(C(=O)N3CCc4ccccc4C3)[nH]c2cc1OC | 2 | -13 | -6 | -5 | -2 | 0 | 10 | -2 | 0.5 | 4
CC(C)c1nnc(NC(=O)c2cccnc2)s1 | 8 | -1 | 2 | -6 | 5 | 2 | -1 | 5 | -0.7 | -2
CC1(C)C(=O)OC(C(=O)c2ccccc2)C(C)(C)C1=O (centres undefined) | 0 | -2 | -1 | 2 | 0 | 1 | -9 | 6 | -3.3 | 2
c1ccc(CNc2nc(CN3CCOCC3)nc3scc(-c4ccccc4)c23)cc1 | -2 | 4 | -4 | -1 | 3 | -1 | -7 | 3 | 0.5 | 3
N#Cc1nc(-c2ccc(OCc3ccc(Cl)cc3)cc2)oc1N1CCC(C(N)=O)CC1 | 0 | 2 | -2 | 1 | 7 | 3 | 4 | 11 | -0.3 | -4
C=CCNc1cc(F)ccc1S(=O)(=O)NCC=C | 1 | -5 | 0 | 4 | 1 | 2 | -2 | 12 | -1.4 | -8
(listing goes on)
SMILES | UHRF1 MBD2 ctr | mABHD4 FP | PRMT1 FP inh | Tn7 DDE FP | TDP2 absorb | SIAE primary | HTRA1 inhibitor | TCR-CD3 inh | PG9 binder | LEDGF integ inh
O=C(CCN1C(=O)C2C3C=CC(C3)C2C1=O)N1CCCCC1 (centres undefined) | -1 | 3 | 2 | 2 | 3 | -9 | 3 | 1 | 1.7 | 1
COc1cccc2sc(=NC(=O)CS(=O)(=O)c3ccc(F)cc3)n(C)c12 | 2 | -8 | -2 | -10 | -18 | -13 | 0 | 4 | -0.6 | 6
CC(=O)Oc1ccc(N2C(=O)CC(N3CCOCC3)C2=O)cc1 (centres undefined) | 0 | 1 | 43* | -2 | 8 | 3 | 1 | 1 | -0.9 | 0
CCOc1ccc(-c2n[nH]c(C)c2-c2ccccn2)c(O)c1 | 0 | 3 | 1 | -9 | 9 | 0 | -3 | 4 | -0.6 | 2
COc1nc(N2CCCCCC2)nc(N2CCCCCC2)n1 | 0 | 2 | -2 | -5 | 2 | -7 | 2 | 5 | -0.7 | -4
CCCCn1nnnc1C(c1ccnc2ccccc12)N1CCN(C/C=C/c2ccccc2)CC1 (centres undefined) | 12 | 3 | -1 | -2 | -10 | -2 | · | -6 | -1.8 | -1
CNC(=O)c1ccc(NC(=O)c2ccccc2OCc2c(C)noc2C)cc1 | -4 | -1 | -1 | 7 | 1 | -6 | -2 | 2 | 1.2 | -1
O=C(N/N=C/c1ccc2c(c1)OCO2)c1ccc(COc2cccc3cccnc23)cc1 | -3 | -19 | 3 | 3 | -4 | -12 | -33 | -6 | 1.4 | -3
C(=N\Nc1nc(Nc2ccccc2)nc(N2CCOCC2)n1)/c1c[nH]c2ccccc12 | 1 | 15 | -3 | -12 | -5 | 19* | · | -9 | -0.9 | 4
COc1ccc(N2CCN(c3nc4ccc(C)cn4c(=O)c3C=O)CC2)cc1 | -2 | -5 | -1 | -3 | 8 | 4 | 0 | 2 | -0.6 | -1
COC(=O)CS(=O)(=O)c1cc([N+](=O)[O-])ccc1NC(=O)OC | 4 | -6 | 4 | 2 | -5 | 2 | -7 | -7 | 2.1 | -3
CN(c1ccc(F)cc1)S(=O)(=O)c1ccc(Cl)c(C(=O)NC2(C)CCS(=O)(=O)C2)c1 (centres undefined) | 10 | -5 | 0 | 12 | 5 | 1 | 2 | 4 | 0.2 | 0
O=C(CCCO)CCCCCCCCC[C@H]1N[C@H](CO)[C@@H](O)[C@@H]1O | 1 | 1 | 2 | 8 | -6 | 0 | 2 | -4 | 0.3 | -3
Cc1nnc(SCc2ccc(F)cc2Cl)s1 | -3 | -11 | -1 | 5 | 6 | -4 | -4 | 9 | -2.2 | -1
CCCCn1c(N)c(N(CCOC)C(=O)c2cccc(S(=O)(=O)N(C)c3ccccc3)c2)c(=O)[nH]c1=O | 3 | -2 | -2 | -5 | -4 | -6 | 1 | -6 | 0.0 | -1
CC(=O)Nc1ccc(NC(=O)CSc2nnc(C3CC3)n2-c2ccccc2)cc1 | -1 | 0 | -1 | -3 | -2 | 2 | -1 | 8 | -0.3 | -1
CC1(C)CC(=O)C2=C(C1)OC1=C(C(=O)CC(C)(C)C1)C2c1ccc(O)cc1O | -3 | -3 | 78* | 9 | -13 | 2 | 2 | -7 | -1.0 | 17*
O=S(=O)(c1ccccc1)c1nc(Cc2ccccc2)oc1N1CCOCC1 | 0 | 3 | 11 | -3 | 6 | 1 | -2 | -7 | -0.7 | -2
c1ccc(C2c3[nH]c4ccccc4c3CCN2Cc2cccn2-c2ccccn2)nc1 (centres undefined) | -2 | -1 | 0 | 5 | 8 | 8 | -7 | -1 | -2.0 | 1
CC(=O)Nc1cccc(NC(=O)C(C)N2c3cccc4cccc(c34)S2(=O)=O)c1 (centres undefined) | -5 | 0 | -4 | 6 | -6 | 7 | -9 | 2 | 0.0 | 1
COc1ccc(NC(=S)Nn2cnnc2)c(OC)c1 | -1 | 7 | 1 | 0 | 11 | 11 | 22 | -2 | 0.3 | -1
N#Cc1ccccc1CSc1nc2ncc(Br)cc2[nH]1 | 2&2 | -2&1 | 12&1 | 3&-6 | -7&1 | -5&-4 | -1 | -4&2 | -2.4&7.0 | -9&2
O=C(O)CN1CCN(CC(=O)O)CCN(CC(=O)O)CCN(CC(=O)O)CC1 | 0 | -10 | 4 | -2 | 2 | 0 | -4 | 6 | -0.9 | -3
Cc1ccc(NC(=S)/C(=C(\[O-])c2ccc(Cl)s2)[n+]2cccc(CO)c2)cc1C | 3 | 5 | 12 | -5 | -20 | -4 | -5 | -1 | -2.3 | -5
O=C(COC(=O)c1ccc(S(=O)(=O)NCc2ccco2)cc1)NC1CCCCCC1 | 0 | -3 | 2 | 11 | -3 | -2 | -11 | 9 | 0.8 | 0
O=C(COC(=O)c1cccs1)Nc1cccc(Cl)c1 | 10 | -8 | 4 | -2 | 10 | 0 | -7 | 0 | -1.6 | -1
O=S(=O)(NCCc1csc(-c2cccnc2)n1)c1ccc2c(c1)OCCO2 | -2 | 0 | -1 | 2 | -2 | -4 | -6 | -5 | -0.5 | -1
